BAP1 inh: blocks human BAP1 ubiquitin-AMC hydrolysis; AID 436; recombinant BAP1, Ub-AMC hydrolysis fluorescence kinetic; stronger effect = lower value; activity remaining (% of control), % at 20 µM; Q92560; 0.48% of 72,000 active;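 active = activity remaining at or below 50% of control, provided the compound also passes the data quality filters; inactive = the rest, including low values that fail the filters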;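 also: 100% = DMSO wells rate and 0% = substrate alone blank rate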
Target sequence (Q92560 whole entry, looked up): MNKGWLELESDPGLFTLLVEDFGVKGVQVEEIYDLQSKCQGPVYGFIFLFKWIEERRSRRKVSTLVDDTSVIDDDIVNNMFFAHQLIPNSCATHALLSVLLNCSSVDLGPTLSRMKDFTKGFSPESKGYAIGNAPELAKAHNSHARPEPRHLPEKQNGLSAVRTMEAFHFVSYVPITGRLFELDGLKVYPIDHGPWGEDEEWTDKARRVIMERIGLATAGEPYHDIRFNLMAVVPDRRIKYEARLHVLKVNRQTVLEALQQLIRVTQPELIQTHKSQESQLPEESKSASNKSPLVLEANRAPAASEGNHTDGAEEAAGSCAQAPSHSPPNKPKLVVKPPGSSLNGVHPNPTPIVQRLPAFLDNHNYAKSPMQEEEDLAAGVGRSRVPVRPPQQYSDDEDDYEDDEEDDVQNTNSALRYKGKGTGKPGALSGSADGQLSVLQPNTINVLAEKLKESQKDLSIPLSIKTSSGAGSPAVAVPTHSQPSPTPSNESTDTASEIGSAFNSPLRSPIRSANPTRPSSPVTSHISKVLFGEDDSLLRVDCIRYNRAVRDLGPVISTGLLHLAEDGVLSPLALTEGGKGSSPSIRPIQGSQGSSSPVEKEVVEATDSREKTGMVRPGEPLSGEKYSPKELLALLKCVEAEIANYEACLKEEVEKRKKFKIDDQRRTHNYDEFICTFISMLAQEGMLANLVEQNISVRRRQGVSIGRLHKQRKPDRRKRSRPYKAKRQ
HePTP inhibitor: human HePTP phosphatase inhibition; recombinant HePTP phosphatase activity, OD absorbance; inhibition, % at 20 µM; AID 521; 0.64% of 110,000 active; P35236; in the data active = inhibition above about 50%;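 also: plate controls were vehicle for no effect and reference inhibitor for full effect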
Target sequence (P35236 whole entry, looked up): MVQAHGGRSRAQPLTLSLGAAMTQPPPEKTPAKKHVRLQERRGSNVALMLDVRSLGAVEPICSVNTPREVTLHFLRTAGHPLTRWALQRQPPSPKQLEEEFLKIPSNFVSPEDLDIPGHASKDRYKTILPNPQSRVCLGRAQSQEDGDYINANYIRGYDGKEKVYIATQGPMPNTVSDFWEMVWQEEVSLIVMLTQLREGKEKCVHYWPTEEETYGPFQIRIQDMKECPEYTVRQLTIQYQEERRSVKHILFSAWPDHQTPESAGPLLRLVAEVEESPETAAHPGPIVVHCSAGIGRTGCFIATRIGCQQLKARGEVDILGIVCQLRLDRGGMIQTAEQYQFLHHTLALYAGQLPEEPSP
Active calls of the source: *; . = not tested or not shown; & = joins results of further samples. Outcome played no part in choosing rows (roughly 0.91% active in at least one column).

No.	BAP1 inh	HePTP inhibitor	Structure
1	.	-2	Cc1cc(C)cc(N2C(=O)NC(=O)/C(=C\c3c(F)cccc3Cl)C2=O)c1
2	.	2	CCCOc1ccc(/C=C/C(=O)Nc2ccc(S(=O)(=O)Nc3ncccn3)cc2)cc1OC
3	.	-18	COc1cc(/C=C2\SC(=S)N(NC(=O)c3ccccc3)C2=O)cc(OC)c1OC
4	.	2	Clc1ccccc1CN1CCN(N=Cc2cccs2)CC1
5	98	-1	O=C1NCCN1C(=O)c1cccc(Cl)c1
6	83	5	Cc1c(CN(C)C(=O)CSc2nc(-c3ccco3)cc(C(F)(F)F)n2)cnn1C
7	93	-3	CC(NC(=O)Nc1nnc(C(F)(F)F)s1)(C(F)(F)F)C(F)(F)F
8	.	4	COC(=O)C1=C(C(=O)OC)SC(=C2C(=S)C(C)(C)N(C(=O)c3cccc(F)c3)c3c(OC)cccc32)S1
9	55	5	COc1ccc(Br)cc1-c1nc(C)c(C(C)=O)n1O
10	.	7	O=C(Nc1ccc(N2CCOCC2)cc1)Nc1ccc2nc(-c3ccco3)c(-c3ccco3)nc2c1
11	.	-4	CCCOc1ccc(C(=O)Nc2c(C)cc(Br)cc2C)cc1
12	.	4	C=CCNC(=O)CN(c1ccc(OC)cc1OC)S(=O)(=O)c1ccc(C)cc1
13	94	-3	O=S(=O)(c1cccc2cccnc12)N1CCOCC1
14	151	11	CCn1nccc1C(=O)NC1=C(C#N)CCC1
15	.	4	Brc1ccc(/C=N/c2nc3c(s2)CCCC3)cc1
16	.	-12	Cc1ccc(OCC(=O)Nc2cc(Cl)cc(Cl)c2)cc1
17	.	4	O=C(CCSCc1ccc([N+](=O)[O-])cc1)OCC(=O)c1ccccc1
18	.	13	Cc1cccc2c(=O)oc(-c3ccc4c(c3)C(=O)N(CC3CCCO3)C4=O)nc12 (configuration not stated)
19	100	-2	COCCOCC(O)CN1CCN(c2ccccc2)CC1 (configuration not stated)
20	.	-8	CCCc1c(C)nc2ccc(Br)cc2c1SCC(=O)O
21	99	3	CCOc1ccc(C(=O)N2CCN(C(=O)c3ccco3)CC2)cc1OCC
22	113	0&-6	O=C1CCCc2c1[nH]c1ccc(Br)cc21
23	.	9	COc1ccc(N(CC(=O)Nc2cc(OC)ccc2OC)S(=O)(=O)c2ccc(OC)c(OC)c2)cc1
24	80	15	O=C(CCCCn1c(=O)c2ccccc2n(Cc2ccc(Cl)cc2)c1=O)NCc1ccco1
25	94	8	COc1ccc(OC)c(C2C(C(=O)N(C)C)=C(C)Nc3nc4ccccc4n32)c1 (configuration not stated)
26	.	-3	COC(=O)CN(c1ccc(OC)cc1)S(=O)(=O)c1ccccc1
27	.	-2	COc1ccc(/C=C2\SC(=S)N(NC(=O)c3ccncc3)C2=O)cc1OC
28	108	5	CCCCn1c(Cl)nc2c1c(=O)n(C)c(=O)n2C
29	.	-23	CCOC(=O)C(C)P(=O)(c1ccccc1)c1ccccc1 (configuration not stated)
30	159	-4	COc1ccc(-c2ccc(-c3noc(-c4ccccc4C)n3)c(OC)n2)cc1
31	114	6	Cc1ccc(CCNC(=O)CCNS(=O)(=O)c2ccc3c(c2)c(=O)n(C)c(=O)n3C)cc1
32	95	6	O=C(NC(Cc1ccccc1)C(=O)NCc1ccccn1)c1ccco1 (configuration not stated)
33	101	6	Cc1ccc(C(=O)N2CCN(S(C)(=O)=O)C2)cc1
34	109	7	O=C(O)CCN(CCC(=O)O)c1ccccc1
35	.	0	Cc1ccc(NC(=O)n2ccc(C(=O)N3CCOCC3)n2)cc1
36	.	0	CCn1c(O)c(C=Nc2ccccc2)sc1=S
37	58	2	COc1ccc(C2CC(=O)C3=C(C2)Nc2ccccc2NC3c2cc3c(cc2Cl)OCO3)cc1 (configuration not stated)
38	103	.	NCCCCCC(=O)O
39	86	11	Nc1nc(NCc2ccco2)nn1-c1ccccc1
40	.	-22	O=C1C(=O)N(c2nc3ccccc3s2)C(c2ccccc2F)/C1=C(/O)c1ccccc1 (configuration not stated)
41	102	7	C=CCn1c(-c2ccc(Cl)cc2)c[nH]c1=S
42	126	0	CCOC(=O)C1CCN(c2nc3ccccc3nc2C(C#N)C(=O)OCCOC)CC1 (configuration not stated)
43	.	0	COc1ccc(CCN2C(=O)CSC2c2cccc([N+](=O)[O-])c2)cc1OC (configuration not stated)
44	104	5	Cn1cccc1Cc1nnc(SCC(=O)NCc2ccc3c(c2)OCO3)n1CCc1ccccc1
45	76	-6	CCOc1cc(C)nc(N2CCCC(C(=O)NCc3ccccc3F)C2)n1 (configuration not stated)
46	105	-3	CCOC(=O)CCCCNCc1ccccc1
47	108	3	CCOC(=O)C(NC(C)=O)(Nc1cccc(F)c1)C(F)(F)F (configuration not stated)
48	102	-4	CCOC(=O)C1CCN(Cc2ccc(C(=O)OC)cc2)CC1
49	105	6	COc1ccc(-c2c(C)n([O-])c(C)c(C)[n+]2=O)cc1OC
50	.	3	O=C(Nc1ccc(NC(=O)c2cccnc2)cc1)c1ccc(NC(=O)c2cccnc2)cc1

(more compounds)
No.	BAP1 inh	HePTP inhibitor	Structure
51	90	-10	CC(=O)NCCN=C(C)c1sc2ccccc2c1O
52	107	4	O=C(Nc1nnc(C(F)(F)F)s1)c1cccnc1
53	.	-12	Cc1c(Cl)cccc1-c1ccc(C(=O)Nc2nccs2)o1
54	.	-2	O=C1c2cccc3cccc(c23)C(=O)N1CCS(=O)(=O)OCC(F)(F)F
55	.	2	O=C(NN1C(=O)/C(=C/c2ccc(Cl)cc2)SC1=S)c1cccc(O)c1
56	.	-10	CC(Oc1ccc(Cl)cc1Cl)C(=O)Nc1ccc2oc(-c3ccncc3)nc2c1 (configuration not stated)
57	92	-3	N#C/C(=C1\CCCN1)c1nc2ccccc2c(=O)[nH]1
58	104	2	COCCn1c(=NC(=O)c2ccc3c(c2)OCO3)c(C#N)cc2c(=O)n3cccc(C)c3nc21
59	735	-5	O=c1oc2ccc3ccccc3c2cc1-c1nnc(-c2ccccc2)o1
60	111	7	CCOc1ccc(N(CC(=O)Nc2cccc(F)c2)S(=O)(=O)c2c(C)noc2C)cc1
61	.	1	Cc1ccc(C)c(NC(=S)Nc2ccc(F)cc2)c1
62	.	-13	CC(C)(C)C1(C)OC(O)(C(F)(F)F)CC1=O (configuration not stated)
63	52	1	O=C(CC1N=C2c3ccccc3N=C(SCc3ccc(Cl)cc3)N2C1=O)NCc1ccco1 (configuration not stated)
64	97	5	C=C(C)CSc1nnc(-c2cccc(S(=O)(=O)N(C)C)c2)n1-c1cc(OC)ccc1OC
65	.	4	O=S(=O)(c1ccc(I)cc1)N1CCCC1
66	112	-10	CN1CCN(S(=O)(=O)c2ccc(-c3noc(C4CCN(S(C)(=O)=O)CC4)n3)cc2)CC1
67	.	-11	COc1ccc(C(=O)NC(c2ccc(OC)cc2)c2ccc(OC)cc2)cc1
68	100	1	COc1cc(NC(=O)Cn2ncc3c2-c2ccccc2OC3)cc(OC)c1OC
69	84	5	CCN(CC)S(=O)(=O)c1cccc(C(=O)NC(C(=O)Nc2nnc(C3CC3)s2)C(C)C)c1 (configuration not stated)
70	.	-9	CCNC(=O)/C=C/c1cn(-c2ccccc2)nc1-c1ccccc1
71	96	-5	O=C(Cn1cnc2c(nnn2-c2ccc(F)cc2)c1=O)N1CCCC1
72	.	-4	Cc1ccc(C(=O)Nc2ccc(Br)cc2)cc1S(=O)(=O)Nc1ccc(Cl)cn1
73	84	6	COc1ccc(C2CC(c3ccccc3)n3nc(NC(=O)c4cccs4)nc3N2)cc1 (configuration not stated)
74	.	-10	Cc1cccc(-n2c(C)cc(/C=C3/SC(=S)NC3=O)c2C)c1
75	.	4	C(=Nn1cnnc1)c1ccc2c(c1)OCO2
76	88	2	O=C(Nc1ccn(C2CC(OC(=O)c3ccccc3)C(CO)O2)c(=O)n1)c1ccccc1 (configuration not stated)
77	144	.	Cc1ccc2sc(-c3ccc(NC(=O)COc4ccccc4)cc3)nc2c1
78	83	10	N#CC1=C(N)N(c2ccccc2C#N)C2=C(C(=O)CCC2)C1c1ccsc1 (configuration not stated)
79	.	-4	COC(=O)c1c(C)oc2ccc(OCC(=O)c3ccccc3)cc12
80	.	-10	O=[N+]([O-])c1ccc(-c2ccco2)c(Cl)c1
81	116	4	CCOC(=O)C1CCN(C(=O)Nc2ccc(NC(=O)C3CCN(C(=O)OCC)CC3)cc2)CC1
82	.	6	CN(C)c1ccc(C(=O)Nc2ccc(S(N)(=O)=O)cc2)cc1
83	.	8	C=CCN1C(=O)/C(=C\c2ccc(-c3cc(Cl)ccc3Cl)o2)SC1=S
84	.	5	COc1cc(OC)c(C=C2C(=O)NC(=O)NC2=O)cc1Br
85	75	6	COC(=O)c1[nH]cnc1C(=O)c1ccccc1
86	.	-3	Oc1ccc(Br)cc1C=Nc1ccc(Cl)c2cccnc12
87	.	-12	O=C1CC(NCCc2ccc(Cl)cc2)C(=O)N1c1ccc(Cl)cc1 (configuration not stated)
88	97	8	CCOC(=O)CSc1nnc(-c2nnc(SCC(=O)OCC)n2CC)n1CC
89	119	.	Cc1cc(C)n2c(Br)c(CSc3nc4ccccc4s3)nc2n1
90	.	2	CC(=O)Nc1ccc2c(c1)C1C=CCC1C(c1ccccc1F)N2 (configuration not stated)

A second format for 22 compounds above.
#	SMILES	BAP1 inh	HePTP inhibitor
69	CCN(CC)S(=O)(=O)c1cccc(C(=O)NC(C(=O)Nc2nnc(C3CC3)s2)C(C)C)c1 (configuration not stated)	84	5
70	CCNC(=O)/C=C/c1cn(-c2ccccc2)nc1-c1ccccc1	.	-9
71	O=C(Cn1cnc2c(nnn2-c2ccc(F)cc2)c1=O)N1CCCC1	96	-5
72	Cc1ccc(C(=O)Nc2ccc(Br)cc2)cc1S(=O)(=O)Nc1ccc(Cl)cn1	.	-4
73	COc1ccc(C2CC(c3ccccc3)n3nc(NC(=O)c4cccs4)nc3N2)cc1 (configuration not stated)	84	6
74	Cc1cccc(-n2c(C)cc(/C=C3/SC(=S)NC3=O)c2C)c1	.	-10
75	C(=Nn1cnnc1)c1ccc2c(c1)OCO2	.	4
76	O=C(Nc1ccn(C2CC(OC(=O)c3ccccc3)C(CO)O2)c(=O)n1)c1ccccc1 (configuration not stated)	88	2
77	Cc1ccc2sc(-c3ccc(NC(=O)COc4ccccc4)cc3)nc2c1	144	.
78	N#CC1=C(N)N(c2ccccc2C#N)C2=C(C(=O)CCC2)C1c1ccsc1 (configuration not stated)	83	10
79	COC(=O)c1c(C)oc2ccc(OCC(=O)c3ccccc3)cc12	.	-4
80	O=[N+]([O-])c1ccc(-c2ccco2)c(Cl)c1	.	-10
81	CCOC(=O)C1CCN(C(=O)Nc2ccc(NC(=O)C3CCN(C(=O)OCC)CC3)cc2)CC1	116	4
82	CN(C)c1ccc(C(=O)Nc2ccc(S(N)(=O)=O)cc2)cc1	.	6
83	C=CCN1C(=O)/C(=C\c2ccc(-c3cc(Cl)ccc3Cl)o2)SC1=S	.	8
84	COc1cc(OC)c(C=C2C(=O)NC(=O)NC2=O)cc1Br	.	5
85	COC(=O)c1[nH]cnc1C(=O)c1ccccc1	75	6
86	Oc1ccc(Br)cc1C=Nc1ccc(Cl)c2cccnc12	.	-3
87	O=C1CC(NCCc2ccc(Cl)cc2)C(=O)N1c1ccc(Cl)cc1 (configuration not stated)	.	-12
88	CCOC(=O)CSc1nnc(-c2nnc(SCC(=O)OCC)n2CC)n1CC	97	8
89	Cc1cc(C)n2c(Br)c(CSc3nc4ccccc4s3)nc2n1	119	.
90	CC(=O)Nc1ccc2c(c1)C1C=CCC1C(c1ccccc1F)N2 (configuration not stated)	.	2

Additional results follow.
No.	BAP1 inh	HePTP inhibitor	Structure
91	.	0	N=c1n(N)c2ccccc2n1CCO
92	.	0	Cc1ccc(NC(=S)NN2CCN(C)CC2)cc1
93	92	9	COCc1cc(C)c(C#N)c(=S)[nH]1
94	.	-1	O=[n+]1cc(-c2ccc(Br)cc2)n([O-])c2c1CCC2
95	113	3	COc1ccccc1C(=O)OCC(=O)Nc1ccc(OC(F)F)cc1
96	52	1	O=C(CSc1nnc(Cc2cccs2)n1-c1ccccc1)Nc1ccc2c(c1)OCCO2
97	163	-1	O=C(Nc1ccc(N2CCOCC2)cc1)Nc1cnsn1
98	.	9	COCCOC(=O)c1c(C)oc2ccc(OCc3cc(C)ccc3C)cc12
99	82	-12	CCCS(=O)(=O)N1CCC(C(=O)NCCc2ccccc2)CC1
100	.	1	Oc1ccccc1C1OCC2(CO1)COC(c1ccccc1O)OC2 (configuration not stated)
101	108	2	O=C(NCCN1CCN(c2ccccc2)CC1)C1CCN(S(=O)(=O)c2cccs2)CC1
102	116	3	CCOC(=O)c1c(C)[nH]c(C(=O)COC(=O)C2CC2C)c1C (configuration not stated)
103	96	.	Cc1ccnc(SCCn2c(N3CCOCC3)nc3c2c(=O)[nH]c(=O)n3C)n1
104	93	14	NC(=O)c1cccc2c3c([nH]c12)CCCC3
105	.	-13	O=C(Nc1ccc(I)cc1Cl)c1cccc2ccccc12
106	107	5	[O-][N+]1=C2CCC/C(=N\O)C2=NC12CCCCC2
107	.	8	CCc1cc(C(=O)N/N=C/c2ccc(O)cc2O)c2ccccc2n1
108	.	6	COc1ccc(N2C(=O)C3C(C2=O)N2C(c4ccco4)C4C(=O)N(c5ccc(OC)cc5)C(=O)C4N2C3c2ccco2)cc1 (configuration not stated)
109	107	15	CC1(C)CC(=O)C2=C(C1)Nc1ccccc1NC2c1ccccn1 (configuration not stated)
110	123	1	CC(C)OC(=O)C(NC(=O)c1ccccc1)=C1CCCCC1
111	61	5	CCOC(=O)C1CCCN(C(=O)c2cc3ncc(Br)cn3n2)C1 (configuration not stated)
112	75	9	CCCC1(C(=O)OCC)NC(c2ccc(N(C)C)cc2)C2C(=O)N(c3ccc(F)cc3)C(=O)C21 (configuration not stated)
113	.	8	Cc1c(Cl)c(C(F)(F)F)nn1CC(=O)Nc1ccc(F)cc1F
114	98	3	CN(Cc1ccc(-n2cccn2)cc1)C(=O)c1cnn2c1NC(c1ccco1)CC2C(F)(F)F (configuration not stated)

Bioassay records from PubChem.
